Mtb BioA inh – BioA (M. tuberculosis) enzyme inhibition | AID 602481 | purified M. tuberculosis BioA enzyme, plate reader | actives 0.096% (n = 360,000) | inhibition, % at 9.99 µM; in the data active = inhibition above about 40%
The depositor's hits bear a star.

No.	SMILES	Mtb BioA inh
1	O=C(NCC[C@H]1CC[C@@H](NS(=O)(=O)c2ccccc2F)[C@@H](CO)O1)c1ccc(F)cc1	-2.1
2	N#Cc1ccc(-c2ccc3c(c2)[C@@H]2[C@@H](CCN2C(=O)c2ccc4c(c2)OCO4)[C@@H](CO)N3)cc1	-1.9
3	O=C(CCN1CCCCC1)N[C@@H]1CC[C@@H](CCn2cc(-c3ccccc3)nn2)O[C@@H]1CO	3.6
4	O=C(C[C@H]1C[C@H]2c3cc(NC(=O)NC4CCCC4)ccc3O[C@H]2[C@H](CO)O1)NCC1CC1	1.5
5	N#C[C@H]1N[C@@H](CO)[C@H]1c1ccc(C#Cc2ccccc2F)cc1	1.7
6	O=C(C[C@@H]1C=C[C@H](NC(=O)Nc2ccc(F)cc2)[C@H](CO)O1)NCCN1CCCC1	-1.6
7	C[C@@H]1CN([C@@H](C)CO)C(=O)Cc2cc(NS(C)(=O)=O)ccc2O[C@@H]1CN(C)C(=O)Nc1ccc2c(c1)OCO2	-1.0
8	Cc1ccc(S(=O)(=O)N(C)C[C@H]2Oc3ccc(NC(=O)Nc4ccc(F)cc4)cc3C(=O)N([C@@H](C)CO)C[C@H]2C)cc1	1.5
9	COc1ccc(NC(=O)Nc2ccc3c(c2)C(=O)N([C@H](C)CO)C[C@@H](C)[C@@H](CN(C)S(=O)(=O)c2cn(C)cn2)O3)cc1	2.5
10	COCC(=O)N1CCCCN2[C@H](C1)[C@@H](c1ccc(C#Cc3ccccc3)cc1)[C@@H]2CO	4.0
11	Cc1noc(C)c1NC(=O)N(C)C[C@H]1OCCCC[C@@H](C)Oc2ccc(NC(=O)Nc3cccc4ccccc34)cc2C(=O)N([C@@H](C)CO)C[C@H]1C	0.1
12	C[C@H](CO)N1C[C@H](C)[C@@H](CN(C)CC2CCCCC2)Oc2ccc(NS(=O)(=O)c3cn(C)cn3)cc2CC1=O	0.7
13	CC(C)NC(=O)N(C)C[C@@H]1Oc2cc(-c3ccccc3F)ccc2S(=O)(=O)N([C@@H](C)CO)C[C@@H]1C	1.2
14	COc1ccc(OC(=O)N(C)C[C@H]2OCc3ccccc3-c3ccccc3C(=O)N([C@@H](C)CO)C[C@H]2C)cc1	-0.1
15	CO[C@H]1CN(C)C(=O)c2cc(NC(=O)C3CCCCC3)ccc2OC[C@H](C)N(C)C[C@@H]1C	-4.0
16	Cc1ccc(S(=O)(=O)Nc2ccc3c(c2)CC(=O)N([C@@H](C)CO)C[C@@H](C)[C@@H](CN(C)C(=O)Nc2ccc4c(c2)OCO4)O3)cc1	2.0
17	CO[C@@H]1CN(C)C(=O)c2cc(NC(=O)Nc3c(C)noc3C)ccc2OC[C@@H](C)N(C(=O)Nc2cccc(Cl)c2)C[C@H]1C	0.1
18	Cc1noc(C)c1NC(=O)NCC[C@@H]1CC[C@H](NC(=O)Nc2cccc(Cl)c2)[C@H](CO)O1	-0.1
19	COc1ccc(NC(=O)Nc2ccc3c(c2)C(=O)N([C@H](C)CO)C[C@H](C)[C@H](CN(C)S(=O)(=O)c2cccs2)OCCCC[C@@H](C)O3)cc1	-2.5
20	C[C@@H]1CCCCO[C@H](CN(C)C(=O)Nc2ccc3c(c2)OCO3)[C@H](C)CN([C@@H](C)CO)C(=O)c2cc(NC(=O)C3CCCCC3)ccc2O1	-1.7
21	CCC(=O)Nc1ccc2c(c1)C(=O)N(C)C[C@@H](OC)[C@H](C)CN(C(=O)Cc1ccccn1)[C@@H](C)CO2	0.2
22	CC(C)NC(=O)N(C)C[C@H]1Oc2c(NS(=O)(=O)c3cn(C)cn3)cccc2C(=O)N([C@@H](C)CO)C[C@@H]1C	-1.7
23	COc1ccccc1CNC(=O)C[C@H]1C[C@H]2c3cc(NC(=O)C4CCC4)ccc3O[C@H]2[C@H](CO)O1	-3.8
24	C[C@@H]1CN([C@H](C)CO)C(=O)c2ccccc2-c2ccccc2CO[C@H]1CN(C)C(=O)Nc1ccnc(N2CCOCC2)c1	-1.2
25	C[C@@H]1CN([C@@H](C)CO)C(=O)Cc2cc(NS(=O)(=O)c3ccc(F)cc3)ccc2O[C@H]1CN(C)S(=O)(=O)c1ccccc1	5.0

Continued, overlapping the part above by 2 compounds.
No.	SMILES	Mtb BioA inh
24	C[C@@H]1CN([C@H](C)CO)C(=O)c2ccccc2-c2ccccc2CO[C@H]1CN(C)C(=O)Nc1ccnc(N2CCOCC2)c1	-1.2
25	C[C@@H]1CN([C@@H](C)CO)C(=O)Cc2cc(NS(=O)(=O)c3ccc(F)cc3)ccc2O[C@H]1CN(C)S(=O)(=O)c1ccccc1	5.0
26	COCC(=O)Nc1ccc2c(c1)[C@H]1C[C@@H](CC(=O)NCC3CC3)O[C@@H](CO)[C@H]1O2	-2.7
27	C/C=C/c1cnc2c(c1)C(=O)N([C@@H](C)CO)C[C@@H](C)[C@@H](CN(C)C(=O)Nc1ccc(F)cc1)O2	-1.7
28	CO[C@H]1CN(C)C(=O)c2ccc(NC(C)=O)cc2OC[C@H](C)N(C(=O)c2ccccc2)C[C@H]1C	-2.0
29	COc1ccccc1-c1cnc2c(c1)C(=O)N([C@H](C)CO)C[C@@H](C)[C@@H](CN(C)Cc1ccccc1)O2	-2.2
30	CNC[C@@H]1Oc2ncc(-c3ccc(C)cc3)cc2C(=O)N([C@@H](C)CO)C[C@@H]1C	-3.8
31	CC(C)NC(=O)N(C)C[C@@H]1Oc2ccc(NS(C)(=O)=O)cc2C(=O)N([C@H](C)CO)C[C@H]1C	-2.3
32	C[C@H](CO)N1C[C@H](C)[C@H](CN(C)Cc2ccccc2)Oc2c(NC(=O)c3ccc(-c4nccs4)cc3)cccc2C1=O	-2.1
33	CC(=O)N[C@@H]1CC[C@H](CCNC(=O)Nc2ccc(C(F)(F)F)cc2)O[C@@H]1CO	2.2
34	O=C(O)C[C@H]1C[C@@H]2c3cc(NC(=O)CC4CC4)ccc3O[C@@H]2[C@@H](CO)O1	-1.9
35	C[C@@H]1CN([C@H](C)CO)C(=O)c2cc(NS(=O)(=O)c3ccc(Cl)cc3)ccc2O[C@@H]1CN(C)C(=O)Nc1ccc2c(c1)OCO2	3.3
36	COc1ccc(S(=O)(=O)N(C)C[C@H]2Oc3ccc(NS(=O)(=O)c4ccc(Cl)cc4)cc3CC(=O)N([C@@H](C)CO)C[C@@H]2C)cc1	-0.1
37	CO[C@@H]1CN(C)C(=O)c2cc(NC(C)=O)ccc2OC[C@H](C)N(C(=O)c2ccccn2)C[C@@H]1C	-5.5
38	COc1ccc(S(=O)(=O)Nc2ccc3c(c2)C(=O)N([C@H](C)CO)C[C@@H](C)[C@H](CN(C)C(=O)CCC(F)(F)F)OCCCC[C@@H](C)O3)cc1	1.0
39	C[C@H](O)C#Cc1ccc2c(c1)O[C@H](CN(C)Cc1ccncc1)[C@H](C)CN([C@H](C)CO)S2(=O)=O	0.1
40	COc1ccc(NC(=O)Nc2ccc3c(c2)C(=O)N([C@@H](C)CO)C[C@@H](C)[C@H](CN(C)C(=O)Nc2c(C)noc2C)OCCCC[C@@H](C)O3)cc1	-0.2
41	Cc1ccc(S(=O)(=O)N2CC[C@H]3[C@@H](CO)N(C)c4ccc(-c5ccccc5F)cc4[C@H]32)cc1	-0.6
42	COc1cccc(C(=O)Nc2ccc3c(c2)OC[C@@H](C)NC[C@H](C)[C@@H](OC)CN(C)C3=O)c1	5.3
43	CN1C(=O)c2cc(NC(=O)c3ccc(F)c(F)c3)ccc2OC[C@@H]2O[C@@H](CC(=O)N3CCCCC3)CC[C@H]21	20
44	CCS(=O)(=O)N1[C@H](CO)[C@H](c2ccc(-c3cccc(F)c3)cc2)[C@@H]1C#N	-0.4
45	C[C@@H]1CCCCO[C@@H](CN(C)C(=O)C2CCCCC2)[C@@H](C)CN([C@@H](C)CO)C(=O)c2cc(NC(=O)CCCN(C)C)ccc2O1	1.6
46	Cc1noc(C)c1NC(=O)NCC[C@@H]1CC[C@@H](NC(=O)Cc2cccnc2)[C@@H](CO)O1	5.6
47	C[C@H](O)C#Cc1cnc2c(c1)C(=O)N([C@H](C)CO)C[C@H](C)[C@@H](CN(C)Cc1ccccn1)O2	-0.1
48	C[C@H](CO)N1C[C@H](C)[C@@H](CN(C)C(=O)CN(C)C)Oc2cc(C#Cc3ccc(F)cc3)ccc2S1(=O)=O	-2.2
49	C[C@@H]1CN([C@@H](C)CO)C(=O)c2cc(C3=CCCCC3)cnc2O[C@H]1CN(C)C(=O)c1ccccn1	6.1
50	CC(C)CC#Cc1ccc2c(c1)O[C@@H](CN(C)Cc1cccc(F)c1)[C@@H](C)CN([C@H](C)CO)S2(=O)=O	-1.6

4 entries from above, field by field.
#11 Cc1noc(C)c1NC(=O)N(C)C[C@H]1OCCCC[C@@H](C)Oc2ccc(NC(=O)Nc3cccc4ccccc34)cc2C(=O)N([C@@H](C)CO)C[C@H]1C
  Mtb BioA inh: 0.1
#10 COCC(=O)N1CCCCN2[C@H](C1)[C@@H](c1ccc(C#Cc3ccccc3)cc1)[C@@H]2CO
  Mtb BioA inh: 4.0
#45 C[C@@H]1CCCCO[C@@H](CN(C)C(=O)C2CCCCC2)[C@@H](C)CN([C@@H](C)CO)C(=O)c2cc(NC(=O)CCCN(C)C)ccc2O1
  Mtb BioA inh: 1.6
#49 C[C@@H]1CN([C@@H](C)CO)C(=O)c2cc(C3=CCCCC3)cnc2O[C@H]1CN(C)C(=O)c1ccccn1
  Mtb BioA inh: 6.1

Next entries:
No.	SMILES	Mtb BioA inh
51	CC(C)NC(=O)Nc1ccc2c(c1)C(=O)N([C@H](C)CO)C[C@@H](C)[C@H](CN(C)S(=O)(=O)c1ccccc1)OCCCC[C@H](C)O2	-0.5
52	Cc1ccc(S(=O)(=O)N(C)C[C@H]2Oc3c(NS(=O)(=O)c4ccccc4)cccc3C(=O)N([C@H](C)CO)C[C@@H]2C)cc1	-0.8
53	COc1ccc(CNC(=O)c2cc3c(c(-c4cccc(-c5cccc(C#N)c5)c4)n2)[C@@H](CCO)N([S@](=O)C(C)(C)C)C3)cc1	-1.5
54	CCN1[C@H](C(=O)OC)[C@@H](CO)[C@@H]2Cn3c(ccc(-c4ccc(F)cc4)c3=O)[C@@H]21	-0.9
55	COc1ccc(NC(=O)Nc2ccc3c(c2)C(=O)N([C@@H](C)CO)C[C@@H](C)[C@@H](CN(C)C(=O)Nc2ccc(C(F)(F)F)cc2)OCCCC[C@@H](C)O3)cc1	-4.0
56	C[C@@H]1CN([C@H](C)CO)C(=O)c2cc(NS(=O)(=O)c3ccc(Cl)cc3)ccc2O[C@@H](C)CCCCO[C@@H]1CN(C)Cc1ccccc1	-0.7
57	C[C@@H]1CN([C@H](C)CO)S(=O)(=O)c2ccc(-c3ccccc3)cc2O[C@H]1CN(C)Cc1cccc(F)c1	-3.0
58	C[C@H](CO)N1C[C@H](C)[C@H](CN(C)Cc2ccc3c(c2)OCO3)OCCCC[C@H](C)Oc2ccc(NC(=O)CCCN(C)C)cc2C1=O	-1.1
59	C[C@@H]1CN([C@@H](C)CO)C(=O)c2cccc(NC(=O)Nc3ccccc3)c2O[C@H]1CN(C)C(=O)Nc1ccc2c(c1)OCO2	0.0
60	COc1ccc(NC(=O)N(C)C[C@H]2Oc3c(cccc3N(C)C)C(=O)N([C@H](C)CO)C[C@H]2C)cc1	-5.5
61	C[C@@H]1CN([C@H](C)CO)C(=O)c2cc(/C=C/c3ccccc3)cnc2O[C@H]1CN(C)C(=O)c1ccc2c(c1)OCO2	-4.4
62	COc1ccc(NC(=O)N(C)C[C@@H]2Oc3c(NC(=O)NC4CCCCC4)cccc3C(=O)N([C@H](C)CO)C[C@H]2C)cc1	-2.4
63	C[C@@H]1CN([C@@H](C)CO)C(=O)c2cccc(NS(=O)(=O)c3cccs3)c2O[C@@H]1CN(C)Cc1ccccc1	-0.2
64	COc1ccc(S(=O)(=O)N(C)C[C@@H]2OCCCC[C@@H](C)Oc3ccc(NC(=O)c4ccccc4)cc3C(=O)N([C@@H](C)CO)C[C@@H]2C)cc1	-2.3
65	CN(C)CC(=O)N[C@@H]1CC[C@H](CCn2cc(CN(C)C)nn2)O[C@@H]1CO	3.7
66	CC(C)CC#Cc1ccc2c(c1)O[C@H](CN(C)S(=O)(=O)c1cccc(F)c1)[C@H](C)CN([C@H](C)CO)S2(=O)=O	-0.6
67	C[C@@H]1CN([C@@H](C)CO)C(=O)c2cc(-c3ccc(F)cc3)cnc2O[C@@H]1CN(C)C(=O)c1ccc(F)cc1	0.6
68	C[C@@H]1CN([C@@H](C)CO)C(=O)Cc2cc(NC(=O)NC3CCCCC3)ccc2O[C@H]1CN(C)S(C)(=O)=O	-0.9
69	CNC[C@@H]1Oc2ncc(Br)cc2C(=O)N([C@@H](C)CO)C[C@@H]1C	-0.1
70	O=C(CC(F)(F)F)N1C[C@H]2[C@@H](c3ccccc31)[C@@H](CO)N2CC1CCOCC1	-5.0
71	Cc1ccc(S(=O)(=O)Nc2cccc3c2O[C@H](CN(C)S(=O)(=O)c2cccs2)[C@@H](C)CN([C@@H](C)CO)C3=O)cc1	0.7
72	Cc1ccc(S(=O)(=O)Nc2ccc3c(c2)C(=O)N([C@H](C)CO)C[C@H](C)[C@H](CN(C)S(=O)(=O)c2ccc(C)cc2)OCCCC[C@H](C)O3)cc1	-2.9
73	Cc1ccc(S(=O)(=O)N[C@H]2CC[C@@H](CC(=O)N3CCN(c4ccccc4)CC3)O[C@H]2CO)cc1	2.3
74	O=C(Nc1ccc2c(c1)OCO2)N[C@H]1CC[C@H](CC(=O)N2CCN(c3ccccc3)CC2)O[C@@H]1CO	-1.3
75	O=C(C[C@@H]1C[C@H]2c3cc(NS(=O)(=O)c4ccc(F)cc4)ccc3O[C@H]2[C@H](CO)O1)NCc1cccc(F)c1	-0.4
76	COc1ccccc1-c1ccc2n(c1=O)C[C@@H]1[C@@H](CO)[C@H](C(=O)O)N(C(=O)c3cccnc3)[C@H]21	0.7
77	C[C@@H]1CN([C@@H](C)CO)C(=O)Cc2cc(NC(=O)Cn3cnnn3)ccc2O[C@@H]1CN(C)Cc1ccc2c(c1)OCO2	-1.7
78	CNC[C@H]1OCCCC[C@@H](C)Oc2ccc(NC(=O)NC(C)C)cc2C(=O)N([C@@H](C)CO)C[C@@H]1C	-5.6

Screening data deposited in PubChem by Broad Institute.

A portion of the library. The share of hits here may be higher or lower than overall.
